# High-throughput results as filed in PubChem BioAssay.
# Anesthetic bind – candidate novel general anesthetic via apoferritin binding. P02791. apoferritin/1-aminoanthracene competitive binding, fluorescence. Potency, µM (series often up to 77.5 µM), without a hit: at the top dose activity change, negative = displacement, actives largely listed as inhibitors. 0.074% of 350,000 active; further: potency means the concentration at half of the fitted maximal effect; on the % scale 0 is the no-effect control and ±100 the full control effect; nearly all actives have a fitted effect of over 20% in size
# Target sequence (P02791 2-175 limits assumed): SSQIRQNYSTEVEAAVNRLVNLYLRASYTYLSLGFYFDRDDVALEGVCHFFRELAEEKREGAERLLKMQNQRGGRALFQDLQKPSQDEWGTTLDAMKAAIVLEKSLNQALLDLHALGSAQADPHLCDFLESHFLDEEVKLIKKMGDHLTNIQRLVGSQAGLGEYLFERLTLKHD
#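 Apoferritin-based anesthetic binding model; compound displacement of fluorescent 1-AMA measured as endpoint fluorescence after 10 minutes at room temperature, scaled to free-ligand and complex controls.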
# GRP78 ERSR act – inducers of ER stress response in human glioma cells. Potency, µM, for inactives: at the top dose activation, usual class: activators. U87-MG GRP78 promoter luciferase reporter, 16 h. 0.02% of 420,000 active; further: potency means the concentration at half of the fitted maximal effect; series mostly up to about 76 µM; % of control where 0% means no effect; nearly all actives have a fitted effect of over 35% in size
#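 Stably transfected U87-MG glioma cells carrying a GRP78-based luciferase sensor; 16 h compound incubation. Luminescence end-point read 10 min after Bright-Glo addition at room temperature.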
# APE1 inh – blocks human APE1 abasic DNA cleavage; P27695; recombinant APE1, TAMRA/BHQ-2 abasic DNA cleavage fluorescence; Potency, µM (highest dose often 65.8 µM), without a hit: top-dose activity change, negative = inhibition, most hits filed as inhibitors; 0.35% of 350,000 active; AID 2517;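 further: potency means the concentration at half of the fitted maximal effect; plate controls were vehicle for no effect and reference inhibitor for full effect; nearly all actives have a fitted effect of over 55% in size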
#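 Activity was derived from the fluorescence gain between first and third kinetic reads (60 s intervals, ex 525/em 598 nm) after 50 nM THF-abasic TAMRA/BHQ-2 duplex was added to 0.75 nM APE1 preincubated 15 min with compound.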
# LDHA block – blocks human lactate dehydrogenase A; P00338; purified LDHA, NADH/diaphorase-resazurin fluorescence; stronger effect = lower value; activity change, % (values are at about 110 or 230 µM); 0.15% of 480,000 active; AID 1347041; in the data active means activity change below about -30%; inconclusive means mostly about -25% to -30%;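 further: plate controls were DMSO wells for no effect and wells without enzyme for full effect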
#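 Enzyme activity of human lactate dehydrogenase 5 (2 nM; 0.06 mM NADH, 0.2 mM pyruvate, 5 min, RT) is measured via a resazurin/diaphorase fluorescence readout of residual NADH.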
# Pol iota inh – blocks human DNA polymerase iota activity; 1% of 390,000 active; Potency, µM (titrated, usually from 115 µM), inactives show at the top dose activity, negative = inhibition, most hits filed as inhibitors; Pol iota fluorescent replication assay, 10 min; AID 588590; further: potency means the concentration at half of the fitted maximal effect
# Target sequence (Q9UNA4 whole entry, looked up): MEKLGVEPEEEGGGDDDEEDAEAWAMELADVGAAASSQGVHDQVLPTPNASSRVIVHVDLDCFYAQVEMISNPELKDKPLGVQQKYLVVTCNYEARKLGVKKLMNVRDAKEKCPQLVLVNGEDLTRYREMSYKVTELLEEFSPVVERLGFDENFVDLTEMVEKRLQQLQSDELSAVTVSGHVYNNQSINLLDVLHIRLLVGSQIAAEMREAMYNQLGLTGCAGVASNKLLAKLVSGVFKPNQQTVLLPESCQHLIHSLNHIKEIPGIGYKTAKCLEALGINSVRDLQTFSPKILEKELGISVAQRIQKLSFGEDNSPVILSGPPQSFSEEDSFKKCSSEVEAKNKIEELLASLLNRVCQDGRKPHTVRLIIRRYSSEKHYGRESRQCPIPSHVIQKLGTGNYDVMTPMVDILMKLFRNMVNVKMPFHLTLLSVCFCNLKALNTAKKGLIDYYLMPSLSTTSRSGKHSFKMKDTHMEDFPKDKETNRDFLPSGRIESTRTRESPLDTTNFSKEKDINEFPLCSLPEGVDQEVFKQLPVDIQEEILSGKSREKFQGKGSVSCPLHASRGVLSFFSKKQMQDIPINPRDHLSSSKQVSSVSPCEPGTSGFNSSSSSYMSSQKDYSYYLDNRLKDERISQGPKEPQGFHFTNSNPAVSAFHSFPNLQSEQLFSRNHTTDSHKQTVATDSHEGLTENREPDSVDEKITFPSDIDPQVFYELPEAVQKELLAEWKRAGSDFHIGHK
#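 Fluorescent replication assay read twice, at 0 min and 10 min after adding 50 nM (final) substrate. Enzyme (10 nM) and compounds were first incubated 15 min at room temperature; enzyme-free buffer wells were negative controls.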
# BLM helicase inh – Bloom syndrome helicase (human) inhibition; P54132; recombinant BLM DNA unwinding, fluorescence dequenching; Potency, µM (top dose mostly 56.1 µM), inactives show top-dose activity change, negative = inhibition, most hits filed as inhibitors; 0.2% of 350,000 active; AID 2528;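 further: potency means the concentration at half of the fitted maximal effect; plate controls were vehicle for no effect and no enzyme for full effect; nearly all actives have a fitted effect of over 35% in size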
# Pol kappa inh – DNA polymerase kappa (human) inhibition | Q9UBT6 | purified Pol kappa, fluorescent DNA synthesis assay, 10 min | Potency, µM (series often up to 107 µM), inactives show top-dose activity, negative = inhibition, most hits filed as inhibitors | 0.53% of 400,000 active | AID 588579; further: potency means the concentration at half of the fitted maximal effect; on the % scale 0 is the no-effect control and ±100 the full control effect
#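 Fluorescent qHTS in 1536-well format: enzyme (10 nM) and compound sat 15 min at room temperature before 50 nM substrate (final) was added. Signal taken at 0 and 10 min; no-enzyme buffer wells were negative controls.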
# POLB inh – inhibitors of human DNA polymerase beta; Potency, µM (highest dose often 114 µM), for inactives: at the top dose activity change, negative = inhibition, usual class: inhibitors; 1.3% of 340,000 active; Pol beta primer extension/strand displacement, fluorescence kinetic; further: potency means the concentration at half of the fitted maximal effect; on the % scale 0 is the no-effect control and ±100 the full control effect
#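 Human Pol beta at 10 nM; strand-displacement substrate 50 nM final. Compound exposure 15 min at room temperature before start, reaction 10 min at room temperature.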
# Pol eta inh – blocks human DNA polymerase eta activity. Potency, µM (titrated, usually from 114 µM), without a hit: top-dose activity change, negative = inhibition, actives largely listed as inhibitors. AID 588591. recombinant Pol eta, fluorescent DNA replication assay. 1.2% of 390,000 active; further: potency means the concentration at half of the fitted maximal effect; on the % scale 0 is the no-effect control and ±100 the full control effect
#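 Pol eta at 10 nM preincubated with compounds 15 min at room temperature; reaction started with fluorescent substrate (50 nM final) and read kinetically at 0 and 10 min.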
# * marks the source's active call; other numbers are inactive results; ? = inconclusive; . = not tested or not shown; & = joins results of further samples; [ ] = remark or other dose. Unless noted, the call rests on the fitted dose curve; in most records, active means well fitted curve in the direction sought with a large enough effect; inconclusive means small, poorly fitted or top-dose-only effect, or another doubt; inactive means no such curve, though single readings can be large; an effect the other way counts as inactive or inconclusive. A portion of the library; the hit share may differ from the screen's.
# Results follow in this order: Anesthetic bind, GRP78 ERSR act, APE1 inh, LDHA block, Pol iota inh, BLM helicase inh, Pol kappa inh, POLB inh, Pol eta inh
> Cc1nn(C)c(C)c1NC(=O)c1cc2nc(-c3ccco3)cc(C(F)(F)F)n2n1
  -9%, -5%, 11%, 0, 38%[activator], 3%, 0%, 5%, -22%
> CC(=O)c1cccc(S(=O)(=O)N2CCC(C(=O)NC3CCCC3)CC2)c1
  ., -2%, 13%, -1, 25%, ., -2%, ., ?
> O=C(c1ccccc1)N1CCOC12CCN(c1ncc(C(F)(F)F)cc1Cl)CC2
  -9%, -8%, 1%, -3, -3%, -4%, -4%, -14%, -20%
> O=[N+]([O-])c1ccc(N2CCN(S(=O)(=O)c3cnc[nH]3)CC2)cc1
  -16%, -4%, 11%, -9, 45%[activator], -3%, -11%, 2%, -18%
> CC(=O)C1=C(C)N(CC2CC2)C(=O)N[C@H]1c1ccc(Br)cc1
  -7%, -2%, 21%&16%, -3, 5%, 3%&2%, 19%, 10%, -9%
> CCCCNC(=O)c1ccc2c(c1)ncn2C1CCCCC1
  4%, -6%, -1%, -3, 23%, 0%, -1%, 0%, -15%
> COc1ccc(C(=O)N2CCN(CCNC(=O)C(=O)Nc3ccc(F)cc3)CC2)cc1OC
  -14%, 3%, 1%, -11, -10%, 1%, -5%, 4%, -5%
> CCn1c(SCC(=O)n2c(C)c(C)c3ccccc32)nnc1-c1ccco1
  6%, -5%, 2%, -10, 4%, -2%, -9%, 1%, 2%
> CCc1cccc(NC(=O)c2ccc(CNS(=O)(=O)c3ccc4c(c3)C(C)(C)C(=O)N4C)cc2)c1
  -22%, -3%, ., 0, -11%, -5%, -2%, 33%, -7%
> COc1cc(C2C(C#N)=C(N)Oc3cc4c(cc32)OCO4)cc(OC)c1OC (stereo unspecified)
  -14%, -5%, -3%, -10, 42%[activator], -11%, -5%, 3%, -2%
> COc1ncccc1-c1nnn(-c2ccc(C)cc2)n1
  -7%, 3%, 2%, 1, -14%, -2%, -7%, 7%, -14%
> O=C1CCCC2=C1C(c1ccccc1)CC(=O)N2c1ccc(F)cc1F (stereo unspecified)
  -7%, -1%, -2%, -1, ?, -3%, 0%, -8%, -19%
> CCN(C(=O)CN1C(=O)NC(c2ccccc2)(c2ccccc2)C1=O)c1ccccc1
  -13%, -5%, 72%, -5, 17%, -4%, -2%, 1%, -20%
> COC(=O)c1cc(C(=O)OC)n(Cc2ccc(Cl)cc2Cl)n1
  -10%, -4%, 10%, -7, 14%, 0%, -13%, -18%, -1%
> CCCCC[C@@H]1C=C(C(=O)O)[C@H](c2ccc(Br)cc2)N1S(=O)(=O)c1ccc(C)cc1
  ., -1%, 20%, -4, 2%, ., -25%, ., -22%

# A second format for 13 compounds above.
mol,Anesthetic bind,GRP78 ERSR act,APE1 inh,LDHA block,Pol iota inh,BLM helicase inh,Pol kappa inh,POLB inh,Pol eta inh
Cc1nn(C)c(C)c1NC(=O)c1cc2nc(-c3ccco3)cc(C(F)(F)F)n2n1,-9%,-5%,11%,0,38%[activator],3%,0%,5%,-22%
CC(=O)c1cccc(S(=O)(=O)N2CCC(C(=O)NC3CCCC3)CC2)c1,.,-2%,13%,-1,25%,.,-2%,.,?
O=C(c1ccccc1)N1CCOC12CCN(c1ncc(C(F)(F)F)cc1Cl)CC2,-9%,-8%,1%,-3,-3%,-4%,-4%,-14%,-20%
O=[N+]([O-])c1ccc(N2CCN(S(=O)(=O)c3cnc[nH]3)CC2)cc1,-16%,-4%,11%,-9,45%[activator],-3%,-11%,2%,-18%
CC(=O)C1=C(C)N(CC2CC2)C(=O)N[C@H]1c1ccc(Br)cc1,-7%,-2%,21%&16%,-3,5%,3%&2%,19%,10%,-9%
CCCCNC(=O)c1ccc2c(c1)ncn2C1CCCCC1,4%,-6%,-1%,-3,23%,0%,-1%,0%,-15%
COc1ccc(C(=O)N2CCN(CCNC(=O)C(=O)Nc3ccc(F)cc3)CC2)cc1OC,-14%,3%,1%,-11,-10%,1%,-5%,4%,-5%
CCn1c(SCC(=O)n2c(C)c(C)c3ccccc32)nnc1-c1ccco1,6%,-5%,2%,-10,4%,-2%,-9%,1%,2%
CCc1cccc(NC(=O)c2ccc(CNS(=O)(=O)c3ccc4c(c3)C(C)(C)C(=O)N4C)cc2)c1,-22%,-3%,.,0,-11%,-5%,-2%,33%,-7%
COc1cc(C2C(C#N)=C(N)Oc3cc4c(cc32)OCO4)cc(OC)c1OC (stereo unspecified),-14%,-5%,-3%,-10,42%[activator],-11%,-5%,3%,-2%
COc1ncccc1-c1nnn(-c2ccc(C)cc2)n1,-7%,3%,2%,1,-14%,-2%,-7%,7%,-14%
O=C1CCCC2=C1C(c1ccccc1)CC(=O)N2c1ccc(F)cc1F (stereo unspecified),-7%,-1%,-2%,-1,?,-3%,0%,-8%,-19%
CCN(C(=O)CN1C(=O)NC(c2ccccc2)(c2ccccc2)C1=O)c1ccccc1,-13%,-5%,72%,-5,17%,-4%,-2%,1%,-20%

# Next part.
# Results follow in this order: Anesthetic bind, GRP78 ERSR act, APE1 inh, LDHA block, Pol iota inh, BLM helicase inh, Pol kappa inh, POLB inh, Pol eta inh
> CCc1cc(C(=O)c2ccc(OC)cc2)c(NC(=O)CCC(=O)O)s1
  3%, -3%, 0%, -2, 71%[activator], -2%, 0%, 17%, -9%
> CCCc1nc(N)c(C#N)c(N)c1C#N
  -6%, -5%, -4%, 2, 15%, -1%, -13%, -2%, 3%
> COc1ccc(C(=O)Nc2cc3c(cc2N2CCOCC2)n(C)c(=O)n3C)cc1OC
  -5%, 5%, 29%, 0, -5%, 4%, -2%, 26%, -16%
> N#CC1=C(SCC(=O)NCc2ccccc2)NC(=O)CC1c1ccco1 (stereo unspecified)
  -11%, -4%, -9%, 7, ?, -4%, -3%, -11%, ?
> CN(C)c1cc[n+](CC[n+]2ccc(N(C)C)cc2)cc1
  ., -5%, -1%, -14, -14%, ., -3%, ., -5%
> C=CCOc1ccc(/C=C\c2nc(O)c([N+](=O)[O-])c(=O)[nH]2)cc1OC
  -6%, -2%, 21%, -2, 50µM*, -11%, ?, 0%, 25µM*
> O=C(Cn1nc(CNc2ccc(Cl)cc2)[n+]2c1CCCCC2)c1ccc(Br)cc1
  -10%, -2%, 5%, -7, 19%, 4%, -7%, 18%, -5%
> CN(C)c1nc(-c2ccc3c(c2)OCO3)nc2ccccc12
  ., -2%, 25%, ., ., 31%[activator], -4%[60.1 µM], ., .
> CCC(C(=O)Nc1cc(OC)ccc1OC)n1nc(-c2ccccc2)c2c(c1=O)CCCC2 (stereo unspecified)
  -7%, 2%, ., -1, -1%, -15%, -16%, -21%, -15%
> CCCCN(CC)C(=O)C1CCC(CNS(=O)(=O)c2cccc3nsnc23)CC1 (stereo unspecified)
  -16%&5%, -4%&-4%, -11%, -9&-4, 19%&4%, 1%&-7%, -15%&-13%, 47%&3%, 1%&-6%
> CC1(C)OC(=O)N(c2ccccc2)C12C=Cc1c(ccc3ccccc13)O2 (stereo unspecified)
  -5%, 0%, 5%, 0, ?, -10%, -13%, -18%, -12%
> CNC(=O)Nc1cccc(C(F)(F)F)c1
  -4%, 1%, -2%, -4, 5%, 3%, 2%, 7%, 7%
> O=C(NC1CCCCC1)c1cccc2c1C(=O)c1ccc(N3CCCC3)cc1S2(=O)=O
  ., -3%, 17%, -4, -9%, ., 10%, ., -4%
> O=C(CSc1nc2ccccc2c(=O)n1CCCN1CCOCC1)NCCc1ccccc1
  ., 1%, 56%[activator], -8, 7%, ., 1%, ., -11%
> O=C(NN=Cc1ccccc1Cl)c1cccc2ccccc12
  ., -3%, ., -7, 11%, ., -7%, ., -10%
> COc1cc(NC(=O)Cc2cccs2)cc(OC)c1
  -13%, 5%, 3%, 5, 66%[activator], -4%, 11%, -10%, 30%
> COC(=O)c1cc(Br)c(=O)n(CCN2CCCC2)c1
  -19%, -2%, -1%, -10, 17%, -4%, 10%, 0%, 2%
> Cc1cc(C)n2nc(N)nc2n1
  ., -1%, ., -18, 11%, ., -5%, ., -9%
> CCCCn1nnnc1SCC(=O)NC1CCCCC1
  -4%, -2%, 80%[activator][12.4 µM], -1, 28%, 1%, -2%, 9%, -15%
> O=C(NCc1ccncc1)/C(=C/c1cccc([N+](=O)[O-])c1)NC(=O)c1ccccc1
  8%, -2%, -1%, 0, 31%, 0%, 1%, -14%, -10%
> CC1CN(C(=O)CCc2ccccc2)C(C)CN1C(=O)CCc1ccccc1 (stereo unspecified)
  -9%, -2%, -3%, -9, 4%, -3%, -6%, 18%, 1%
> Cc1nc(NC(=O)CSc2nncs2)c(Cl)cc1Cl
  -12%, -5%, 0%, -3, -1%, -5%, 11%, -21%, 8%
> CCC(C)[C@H](NC(=O)NCc1ccc(S(N)(=O)=O)cc1)C(=O)OC (stereo partly specified)
  3%, -4%, 2%, -6, -4%, -2%, -1%, 2%, -9%
> Cc1cnnn1-c1ccc(C(=O)CCl)cc1
  -15%, -4%, 8%, -6, -13%, -3%, -15%, 2%, -18%
> COc1cccc(C(=O)Nc2ccc(C(=O)O)cc2)c1
  -5%, -6%, -1%, -8, ?, 0%, -14%, 3%, 0%
> N=c1c(C(=O)NCC2CCCO2)cc2c(=O)n3ccccc3nc2n1Cc1ccc(F)cc1 (stereo unspecified)
  102%[activator], 3%, 21%, 0, 28%, 0%, 0%, 4%, 3%
> O=C(O)C1CCC(Cn2c(SCc3cc(=O)n4cc(Cl)ccc4n3)nc3ccsc3c2=O)CC1 (stereo unspecified)
  -4%, 1%, 7%, 2, ?, -3%, 0%, -3%, -10%
> c1ccc2c(-c3ccc(OCCN4CCCCC4)cc3)c(-c3ccsc3)sc2c1
  ., -5%, 1%, 0, 16%, ., -5%, ., -29%
> O=C(Nc1nc2ccccc2[nH]1)c1cccc(F)c1
  -5%, -9%, 56%[activator][12.4 µM], -2, 10%, -2%, 7%, -4%, -6%
> O=C1C2CC=C(Cl)CC2C(=O)N1CC1OCCc2ccccc21 (stereo unspecified)
  -16%, -2%, 16%, -5, 8%, -8%, -8%, 1%, 6%
